# MT1-MMP act inh – blocks activation of human MT1-MMP | P50281 | GFP/RFP ratio change, % at 20 µM | 0.061% of 360,000 active | HT1080 RFP-PRO-GFP cells, GFP/RFP ratio fluorescence, overnight; percent of plate control window, DMSO zero;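 active = GFP/RFP ratio change of at least 30% with cell ATP level not reduced by more than half and red fluorescence within 50% of control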; also: strong numbers were not always called active
#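 Assay system – RFP-PRO-GFP reporter HT1080 cells · Compound dosing – single dose of 20 µM compound, 1% DMSO final · Incubation – overnight compound exposure at 37 °C · Measure – GFP/RFP fluorescence ratio · Benchmarks – DMSO wells and RFP-L50D-GFP cells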
# CendR NRP1 mod – modulators of CendR peptide binding to human neuropilin-1; FAM-RPARPAR peptide binding to NRP-1, fluorescence polarization; 0.85% of 360,000 active; O14786; inhibition, % at 25 µM;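 active = inhibition or corrected inhibition above about 18%, plus a signal ratio from 0.5 to 1.5, limit read from the data, passing the limit was not always enough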; also: strong numbers were not always called active
# SUMO1-SIM PPI – modulators of human SUMO1-mediated protein-protein interactions | P63165 | SUMO1 binding to a labelled peptide, TR-FRET, 1 h | AID 602429 | inhibition, % at 20 µM | 0.33% of 360,000 active; in the data active = inhibition above about 37%
# Target sequence (P63165 whole entry, looked up): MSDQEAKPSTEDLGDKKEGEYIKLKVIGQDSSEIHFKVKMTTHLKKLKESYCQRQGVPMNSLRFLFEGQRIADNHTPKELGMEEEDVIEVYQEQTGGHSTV
# LMPTP block – blocks human LMPTP phosphatase | P24666 | inhibition, % at 20 µM | recombinant LMPTP-A, OMFP fluorogenic substrate, fluorescence intensity | 0.22% of 360,000 active;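 active = compounds that cut the enzyme signal by at least half of the control window in the single-dose screen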;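 also: plate controls were DMSO wells with enzyme plus substrate for no effect and substrate without enzyme for full effect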
#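 material = LMPTP-A | quantity = 0.625 nM enzyme | reagent = OMFP substrate, 400 µM final | buffer or medium = Bis-Tris pH 6.0, DTT, detergent | detection = endpoint fluorescence intensity from OMFP dephosphorylation | dosing = single 20 µM dose | read-out basis = % inhibition relative to no-enzyme and uninhibited control wells | control set = no-enzyme and uninhibited controls | timing = 50 min at room temperature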
# NadD inh – blocks S. aureus nicotinate mononucleotide adenylyltransferase | purified NadD enzyme, colorimetric absorbance read-out | 0.78% of 360,000 active | inhibition, % at 20 µM; in the data active = inhibition above about 26%; also: some compounds past the cut are filed as inactive
# Scp-1 inhibitor – inhibitors of human Scp-1 phosphatase; inhibition, % at 20 µM; Q9GZU7; 0.88% of 340,000 active; Recombinant Scp1, phosphopeptide, malachite green phosphate absorbance;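 active = inhibition above about 50% at 20 µM, limit read from the data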;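 also: plate controls were DMSO wells with enzyme for no effect and wells lacking enzyme for full effect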
#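 assay system = SCP-1 phosphatase catalytic domain, residues 76-261 | buffer or medium = 50 mM Tris acetate pH 5.5, 0.005% Tween-20, 10 mM MgCl2 | incubation = enzyme reaction 45 min at room temperature, colour 5 min, stabilisation 30 min | signal = Phosphate-binding colour reagent, absorbance read at 630 nm | measure = % inhibition at 20 µM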
# STEP inh – inhibitors of human striatal-enriched phosphatase STEP | recombinant STEP, OMFP fluorogenic substrate, fluorescence | P54829 | AID 588621 | inhibition, % at 20 µM | 0.25% of 360,000 active;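 active = inhibition at 20 µM, scaled per plate between control wells, above about 37%, limit read from the data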;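 also: 0% = DMSO with enzyme and substrate and 100% = substrate only without enzyme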
# Target sequence (P54829 whole entry, looked up): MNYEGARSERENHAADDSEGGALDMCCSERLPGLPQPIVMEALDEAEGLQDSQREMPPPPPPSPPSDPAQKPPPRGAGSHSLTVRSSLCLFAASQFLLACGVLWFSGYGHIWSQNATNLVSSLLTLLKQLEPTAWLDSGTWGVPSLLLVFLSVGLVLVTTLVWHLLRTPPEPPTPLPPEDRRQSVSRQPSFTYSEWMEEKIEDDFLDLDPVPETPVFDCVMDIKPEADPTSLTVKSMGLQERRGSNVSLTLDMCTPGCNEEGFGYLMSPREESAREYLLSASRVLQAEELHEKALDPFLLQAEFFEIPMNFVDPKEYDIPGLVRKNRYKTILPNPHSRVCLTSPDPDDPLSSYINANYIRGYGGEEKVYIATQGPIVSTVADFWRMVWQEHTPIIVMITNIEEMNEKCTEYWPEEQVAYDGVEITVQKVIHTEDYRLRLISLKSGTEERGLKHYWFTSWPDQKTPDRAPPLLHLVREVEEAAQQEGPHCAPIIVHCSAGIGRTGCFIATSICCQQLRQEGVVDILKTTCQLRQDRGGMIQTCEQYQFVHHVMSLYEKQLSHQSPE
#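 Test system: STEP tyrosine phosphatase / Reagent: OMFP at 25 µM / Doses: 20 µM, 1% DMSO / Read-out: percent inhibition scaled to no-enzyme and uninhibited-enzyme controls, plate-pattern corrected / Detection: FITC-channel fluorescence of OMFP product / Medium: Bis-Tris buffer pH 6.0, 2.5 mM DTT, 0.005% Tween 20 / Schedule: 20 min at room temperature, dark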
# DNMT1 inh – DNMT1 (human) enzyme inhibition | P26358 | DNMT1 molecular beacon, Hinp1I cleavage, fluorescence | inhibition (reported as % activation of signal), % at 10 µM | 0.83% of 360,000 active | AID 588458; in the data active = inhibition above about 50%
# Rpn11 inh – Rpn11 (human) deubiquitinase inhibition; human 26S proteasome, Ub4-pepOG fluorescence polarization; 20S core pre-blocked with epoxomicin; calls only at 20 µM; 0.59% of 360,000 active; AID 588493;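 active = inhibition at 20 µM, scaled to each plate's controls, above about 33%, limit read from the data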
# Target sequence (O00487 whole entry, looked up): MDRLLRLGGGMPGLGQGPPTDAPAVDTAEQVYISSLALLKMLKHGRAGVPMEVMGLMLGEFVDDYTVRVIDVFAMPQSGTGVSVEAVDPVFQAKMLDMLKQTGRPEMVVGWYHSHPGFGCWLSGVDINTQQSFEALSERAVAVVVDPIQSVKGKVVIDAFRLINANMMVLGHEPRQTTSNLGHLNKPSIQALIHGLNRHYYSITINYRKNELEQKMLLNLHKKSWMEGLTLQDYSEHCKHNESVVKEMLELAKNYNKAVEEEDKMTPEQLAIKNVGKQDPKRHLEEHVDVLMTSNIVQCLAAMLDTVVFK
# SKN-1 block – inhibitors of C. elegans SKN-1. C. elegans VP596 Pgst-4::GFP/RFP ratio, acrylamide-induced, 24 h. 0.49% of 360,000 active. inhibition, % at 21.8 µM;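 active = interference check ratio from 0.5 to 1.5 plus GFP to RFP signal ratio inhibition reaching or exceeding a fixed threshold, cut at about 30% in these data, passing the limit was not always enough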; also: some compounds called inactive have numbers as strong as hits
# An asterisk follows results filed as active; i = inactive; / = not tested or not shown; + = active, no number.
SMILES,MT1-MMP act inh,CendR NRP1 mod,SUMO1-SIM PPI,LMPTP block,NadD inh,Scp-1 inhibitor,STEP inh,DNMT1 inh,Rpn11 inh,SKN-1 block
Cc1cc(C(=O)Nc2ccc3c(c2)OCCO3)co1,-1,3,1,0.1,-8,-13,-1,-2,i,12
O=C(O)CN1C(=O)c2ccc(Oc3ccc4c(c3)C(=O)N(CC(=O)O)C4=O)cc2C1=O,3,-1,-9,-1.8,-4,21,0,-5,i,3
CC1CC(C)(C)NC(=S)N1CCCC(=O)NCCc1ccc(Cl)cc1 (stereo not given),-2,-3,-1,-0.9,9,-3,0,0,i,11
O=C(Nc1nc(COc2ccccc2)cs1)c1ccccc1F,3,0,-2,0.6,-8,-8,0,-4,i,17
CCCC(C(=O)NCCC(C)C)N(Cc1ccccc1)C(=O)c1snc(C(N)=O)c1N (stereo not given),-3,4,-6,0.5,4,-11,1,3,i,14
O=C(Nc1ccc(NC(=O)c2cccs2)cc1)c1ccc2ccccc2c1,2,10,2,-0.3,34*,-6,-1,25,i,3
COc1ccc(NS(=O)(=O)c2ccc(-c3coc(C)n3)cc2)c(OC)c1,4,-2,1,0.8,-4,-6,1,-5,i,-1
CCCC(=O)NC(C)C(c1cccs1)N1CCN(C)CC1 (stereo not given),-4,6,0,0.1,1,-6,-2,2,i,-5
COc1ccc(-c2nnn(CC(=O)N(CC(=O)NC3CCCC3)Cc3ccco3)n2)cc1OC,-5,-3,5,0.0,-10,-2,0,-1,i,2
CC1CCCN(C2(O)C(=O)Nc3ccc([N+](=O)[O-])cc32)C1 (stereo not given),2,6,-17,-0.8,-3,-7,0,-4,i,5
O=C(/C=C/c1ccco1)NC(=S)Nc1cccc(C(=O)O)c1,-4,-64,2,0.4,-3,64*,15,38,i,18
O=C(NC1CCCCC1)N(CCO)Cc1cc2cc3c(cc2[nH]c1=O)OCCO3,5,2,-1,-0.6,-2,-2,-2,-2,i,13
COc1cccc(NC(=O)Nc2cccn(Cc3ccc(C)cc3)c2=O)c1,-39,11,4,2.5,-10,-11,-1,-14,i,6
CCCC(=O)NC(c1ccc(OC)cc1)c1ccc2cccnc2c1O (stereo not given),5,0,-9,4.4,3,3,5,-4,i,5
CC(C)N(C(=O)[C@H]1C[C@H](CC(=O)NCCCN(C)C)C(=O)N2CCc3c([nH]c4cc(CCC(=O)N(C)C)ccc34)[C@]12C)C(C)C,2,-9,-3,-9.4,1,7,-1,6,i,-6
COc1cccc(CN(C)C(=O)COc2ccc(C(=O)c3ccc(Cl)cc3)cc2)c1OC,1,6,-1,3.1,4,-5,1,0,i,-4
O=C(CN1C(=O)NC2(CCCC2)C1=O)OCc1ccc(F)cc1,1,2,3,-0.7,2,-9,2,10,i,16
O=c1oc2ccccc2c2c1nnn2CCO,-3,7,4,-0.3,-6,-3,0,-1,i,10
COc1ccc(N2CCN(C(=O)COC(=O)[C@@H](NC(=O)c3c(F)cccc3F)C(C)C)CC2)cc1,3,-2,1,0.6,4,-2,0,1,i,-6
Cn1c(=O)n(CC(=O)O)c(=O)c2c1nc1n2CCCN1Cc1ccccc1,-5,-3,10,-1.9,-7,-4,-2,2,i,-2
COc1ccc(CCNC(=S)Nc2ccc(C(C)C)cc2)cc1,-4,2,2,2.2,0,3,4,-1,i,2
Cc1onc(-c2c(Cl)cccc2Cl)c1NC(=O)NC1CCSC1 (stereo not given),2,17,0,-2.3,4,-13,-2,-5,i,-13
COc1cccc(CNCc2ccco2)c1O,0,1,-1,-1.8,-6,-5,0,1,i,-28
S=C(Nc1ccccc1Cl)NC1CCN(Cc2ccccc2)CC1,5,14,-1,-1.5,-5,-3,-2,-2,i,6
CCOC(=O)c1cc(-c2cccs2)[nH]n1,-1,8,2,-0.2,-3,15,-1,2,i,-4
# (more compounds)
SMILES,MT1-MMP act inh,CendR NRP1 mod,SUMO1-SIM PPI,LMPTP block,NadD inh,Scp-1 inhibitor,STEP inh,DNMT1 inh,Rpn11 inh,SKN-1 block
CC(C)(C)NCc1cc2ccccc2[nH]c1=O,-3,16,-1,-1.6,1,-2,-2,4,i,7
COc1ccc(C2=C3C(=O)OCC3Cc3ncn(Cc4ccccc4)c32)cc1 (stereo not given),-1,18,-14,-0.2,-2,-2,-1,3,i,-10
O=C(Nc1nc2ccccc2c(=O)[nH]1)c1ccccc1SCc1ccccc1,-1,5,3,-0.8,5,-7,2,0,i,-6
Cc1nc2cc(C(=O)NCCN3CCOCC3)ccc2n1-c1ccc(F)cc1F,0,-4,-2,-0.1,6,-2,-1,-1,i,14
O=c1cc(CO)oc(C(Nc2cccc([N+](=O)[O-])c2)c2ccccn2)c1O (stereo not given),1,1,-12,-1.7,2,-10,-2,-4,i,-7
CC(Cc1ccccn1)NC(=O)c1ccc(OC2CCN(Cc3ccccn3)CC2)cc1 (stereo not given),-4,6,-1,-2.0,-1,1,-2,1,i,8
COc1ccc(C(C)=O)cc1CSc1ccccn1,1,-12,4,0.7,-3,0,6,0,i,-8
CN(C)N=C1c2cc(S(=O)(=O)N3CCOCC3)ccc2-c2ccc(S(=O)(=O)N3CCOCC3)cc21,10,-2,-27,2.5,-9,-8,2,-9,i,2
CCc1cc2c3c(c1)C(C)CC(C)(C)N3C(=O)/C2=C1\SC(=O)NC1=O (stereo not given),6,-1,-16,3.1,7,-7,0,9,i,-4
CN(C)c1ccc(/C=C2/C=C(c3ccc4c(c3)CCCC4)OC2=O)cc1,14,-52,-42,8.4,9,-5,8,1,+,12
COc1ccc(S(=O)(=O)N2CCN(C(c3ccccc3)c3ccccc3)CC2)cc1NC(C)=O,3,20,-2,-0.2,0,-5,0,4,i,-6
CCS(=O)(=O)c1ccc2oc(SCC(=O)NCCc3ccc(OC)cc3)nc2c1,4,-8,1,0.9,1,-11,1,7,i,8
O=[N+]([O-])c1cccc(/C=N/Nc2nc(N3CCOCC3)nc(N3CCOCC3)n2)c1,-4,8,-19,-0.3,-3,-3,1,0,i,8
COc1cc(NC(=O)CS(=O)(=O)c2ccc(C)cc2)cc(OC)c1OC,-1,4,-2,-1.9,-1,-4,1,-1,i,-2
Cc1ccc(SCCNC(=O)CN2C(=O)c3ccccc3S2(=O)=O)cc1,3,9,2,-0.1,-4,-10,-2,3,i,37*
CCN1CCN(Cc2ccc(NC(=O)Nc3ccc(OC)cc3)cc2)CC1,-3,1,6,-1.1,0,-3,1,1,i,2
Cc1noc(/C=C/c2ccco2)c1S(=O)(=O)N1CCC(C(=O)N2CCc3ccccc3C2)CC1,-26,-40,1,4.9,47*,-11,7,28,i,8
CN(Cc1ccc(F)cc1)Cc1nc(-c2ccccc2)no1,-2,-5,2,-0.5,-9,-10,0,2,i,20
OCC[C@@H]1C[C@H](O)[C@@H](O)[C@@]2(OCCCc3ccccc32)O1,0,5,0,-1.3,2,0,0,3,i,4
COc1ccc2cc3c(N)c(C(=O)NCc4ccco4)sc3nc2c1,-13,-49,-2,2.1,16,0,1,4,i,3
C=CCOc1cccc(C2/C(=C(/O)c3ccc(Cl)cc3)C(=O)C(=O)N2CCN2CCOCC2)c1 (stereo not given),3,2,3,-2.2,11,-9,1,-1,i,10
CN(c1ccccc1C(=O)Nc1ccc(F)c(F)c1)S(C)(=O)=O,2,-5,3,-0.1,-1,-6,-1,4,i,3
COc1ccc(C2Nc3cc(OC)ccc3-n3cccc32)cc1 (stereo not given),-3,-18,-20,4.6,7,-1,2,-7,i,9
O=C(Oc1ccc(Nc2ncnc3ccccc23)cc1)c1cccnc1,-2,0,7,4.3,-1,-5,-4,-3,i,9
O=C(Nc1ccc(F)cc1Cl)c1ccc2c(=O)n3c(nc2c1)CCCCC3,4,8,0,0.5,2,-4,0,4,i,-15

# An excerpt of these results, as labelled records:
> CN(c1ccccc1C(=O)Nc1ccc(F)c(F)c1)S(C)(=O)=O
  MT1-MMP act inh = 2	CendR NRP1 mod = -5	SUMO1-SIM PPI = 3	LMPTP block = -0.1	NadD inh = -1	Scp-1 inhibitor = -6	STEP inh = -1	DNMT1 inh = 4	Rpn11 inh = i	SKN-1 block = 3
> COc1cc(NC(=O)CS(=O)(=O)c2ccc(C)cc2)cc(OC)c1OC
  MT1-MMP act inh = -1	CendR NRP1 mod = 4	SUMO1-SIM PPI = -2	LMPTP block = -1.9	NadD inh = -1	Scp-1 inhibitor = -4	STEP inh = 1	DNMT1 inh = -1	Rpn11 inh = i	SKN-1 block = -2
> CC(C)(C)NCc1cc2ccccc2[nH]c1=O
  MT1-MMP act inh = -3	CendR NRP1 mod = 16	SUMO1-SIM PPI = -1	LMPTP block = -1.6	NadD inh = 1	Scp-1 inhibitor = -2	STEP inh = -2	DNMT1 inh = 4	Rpn11 inh = i	SKN-1 block = 7

# Following part
SMILES,MT1-MMP act inh,CendR NRP1 mod,SUMO1-SIM PPI,LMPTP block,NadD inh,Scp-1 inhibitor,STEP inh,DNMT1 inh,Rpn11 inh,SKN-1 block
C[C@H](CO)N1C[C@H](C)[C@@H](CN(C)C(=O)Nc2cccc(F)c2)Oc2ncc(Br)cc2C1=O,/,-7,0,-0.8,2,/,1,-3,+,-2
CN(Cc1ccccc1)C(=O)CCC1CCN(C(=O)c2ccccc2C(F)(F)F)CC1,3,3,1,-0.7,6,-1,0,2,i,10
Cn1c(=O)n(-c2cccc(Cl)c2)c(=O)n1C,1,-6,-1,-1.3,0,-4,0,0,i,-2
CN(C)S(=O)(=O)Nc1cc(F)cc(F)c1,-1,8,3,-1.6,2,-5,2,6,i,3
O=C(NNc1cc(N2CCOCC2)nc(N2CCOCC2)n1)c1ccc(Cl)cc1Cl,-3,-2,2,-1.6,0,-1,-4,-12,i,5
Cc1cccc(NC(=O)CSc2nc(N)cc(N)n2)c1,1,4,2,-0.6,-1,-8,1,1,i,-12
COC1=C/C(=C/c2c(N)n3nc(CC(=O)N4CCCC4)sc3nc2=O)C=CC1=O,-32,-114,-22,1.4,2,-2,-3,1,+,1
Cc1cc(Nc2ncc(Cl)cc2Cl)n(-c2ccccc2C)n1,0,3,2,-1.1,-3,2,0,1,i,4
O=C(NC1CCCCC1)c1ccc(S(=O)(=O)NCc2ccco2)cc1,3,6,7,-0.8,-4,-5,-4,7,i,13
Cc1cccc2[nH]c(-c3ccc(NC(=O)c4ccco4)cc3)nc12,6,-6,6,6.7,4,-5,4,-5,i,6
O=C(CSc1nc2c([nH]c3ccccc32)c(=O)n1-c1cccc(Cl)c1)N1CCOCC1,-2,-2,5,17,2,-7,2,10,i,-2
CCc1cc2cc3c(cc2nc1SCC(=O)Nc1c[nH]c(=O)[nH]c1=O)OCO3,-1,4,-22,2.1,11,-1,0,17,i,20
Cc1ccc(N=C2C(=O)Nc3ccc(Br)cc32)cc1,-1,7,-10,-0.2,0,3,2,-3,i,11
